ERG Ets-DNA blk: inhibitors of human ERG Ets domain-DNA interaction; P11308; fluorescence polarization, His-ERG Ets domain / labelled DNA; Potency, µM (doses to about 76.9 µM), inactives show at the top dose FP activity, negative = inhibition, hits mostly inhibitors; 370,000 compounds, 0.028% hits; AID 624246; active = well fitted inhibition curve with a large enough effect in the polarisation, with a control signal flat; inconclusive = small, poorly fitted or top-dose-only effect, or effect the other way, or a change in a side signal; inactive = no such curve, though single readings can be large or run the other way; the % refers to the polarisation;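 note: polarization taken with two DNA probes labelled with fluorescein and Texas red; % of control where 0% means no effect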
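His-tagged ERG Ets domain (1 uM in the protein solution; 300mM KCl, 50mM Tris-HCl, 1mM EDTA, 1mM DTT, pH 7.5) received compound, then a probe mix of 5 nM fluorescein-DNA and 100nM Texas-615-DNA. Fluorescence polarization was read for both dyes.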
rTrxR1 inhibitor: inhibitors of rat thioredoxin reductase 1 | recombinant rTrxR1, NADPH fluorescence consumption, selenite substrate | Potency, µM (doses to about 114 µM), inactives show top-dose activity change, negative = inhibition, most hits filed as inhibitors | 390,000 compounds, 1% hits | O89049 | AID 588453; note: % is set by controls: 0 for no effect and ±100 for the full control effect; nearly all actives have a fitted effect of over 65% in size
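Rat TrxR1 (90 nM in the dispensed reagent) was pre-reduced with 400 uM NADPH for 5 min at room temperature, then incubated with compound for 15 min. After 400 uM selenite was added, NADPH fluorescence (Ex 340/Em 450 nm) was followed for 8 min.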
12-LOX inh: inhibitors of human 12S-lipoxygenase ALOX12; P18054; purified 12hLO, xylenol orange hydroperoxide absorbance; Potency, µM (doses to about 108 µM), for the others: at the highest dose activity change, negative = inhibition, usual class: inhibitors; 580,000 compounds, 1.1% hits; note: % is set by controls: 0 for no effect and ±100 for the full control effect
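Purified human 12hLO (150 nM final) in 25 mM Hepes, 0.01% Triton X-100, pH 7.0 was preincubated 15 min at room temperature with compound. Then 40 uM arachidonic acid was added, 30 min. Hydroperoxide was read by Fe-XO absorbance ratio 573/405 nm.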
JMJD2A Tudor inh: inhibitors of human JMJD2A Tudor domain | O75164 | AlphaScreen JMJD2A-Tudor / H3K4me3 peptide binding | Potency, µM (series often up to 114 µM), for the others: top-dose activity change, negative = inhibition, hits mostly inhibitors | 390,000 compounds, 4.4% hits; note: % is set by controls: 0 for no effect and ±100 for the full control effect; nearly all actives have a fitted effect of over 50% in size
RGS4 inh: blocks human RGS4-accelerated GTP hydrolysis | Transcreener GDP fluorescence polarization, RGS4-accelerated GTP hydrolysis | Potency, µM (top dose mostly 114 µM), inactives show at the top dose activity change, negative = inhibition, actives largely listed as inhibitors | 390,000 compounds, 0.039% hits | AID 504845; note: % is set by controls: 0 for no effect and ±100 for the full control effect; nearly all actives have a fitted effect of over 75% in size; some results filed as inactive show a strong effect at the top dose
Target sequence (P49798 whole entry, looked up): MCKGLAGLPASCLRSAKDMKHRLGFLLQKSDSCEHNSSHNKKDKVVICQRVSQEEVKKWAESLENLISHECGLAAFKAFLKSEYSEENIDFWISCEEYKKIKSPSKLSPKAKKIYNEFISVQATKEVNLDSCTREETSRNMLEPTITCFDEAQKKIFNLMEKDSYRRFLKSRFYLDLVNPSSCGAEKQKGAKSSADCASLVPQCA
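MLSMR compounds (23 nl, pin-transferred) preincubated 10 min at room temperature with a 500nM (2x) first reagent, then RGS4 at 900nM (2x) plus Transcreener GDP mix added; fluorescence polarization (620/688 nm) read before and after 90 min at 30 °C.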
Tb PGK inh: T. brucei PGK inhibition; P07378; PGK/GAPDH coupled, Kinase-Glo luminescence, 60 min; Potency, µM (doses to about 57.5 µM), inactives show top-dose activity change, negative = inhibition, actives largely listed as inhibitors; 380,000 compounds, 0.043% hits; note: % is set by controls: 0 for no effect and ±100 for the full control effect; nearly all actives have a fitted effect of over 60% in size
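Luminescent ATP detection (Kinase-Glo Plus) follows a 60-minute room-temperature incubation, with wells lacking PGK as controls. Buffer: 100 mM TEA (pH 7.6), 5 mM MgCl2, 0.01% Tween-20. Coupling enzyme GAPDH (100 nM final) supplies unstable 1,3-BPG in-well.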
HP1b chromo inh: blocks HP1-beta chromodomain binding to methylated histone tails; P83916; AlphaScreen HP1-beta / biotin-H3K9me3 peptide binding; Potency, µM (titrated, usually from 114 µM), without a hit: at the top dose activity change, negative = inhibition, usual class: inhibitors; 390,000 compounds, 0.56% hits; AID 540317; note: nearly all actives have a fitted effect of over 70% in size; inactives centre near 23
Target sequence (P83916 whole entry, looked up): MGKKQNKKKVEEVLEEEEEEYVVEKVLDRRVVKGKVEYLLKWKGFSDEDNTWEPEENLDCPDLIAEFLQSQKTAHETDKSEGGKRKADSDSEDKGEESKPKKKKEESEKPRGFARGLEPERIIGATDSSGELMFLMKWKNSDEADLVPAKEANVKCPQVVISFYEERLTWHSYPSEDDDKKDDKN
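HP1-beta protein (50 nM final) preincubated 30 min at room temperature with biotinylated H3(1-18)K9me3 peptide (50 nM) in PBS pH 7.4, 0.01% Tween-20, then compound added for 30 min. AlphaScreen streptavidin donor/nickel chelate acceptor beads (10 ug/mL final), 30 min dark, luminescence read.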
Pin1 inh: blocks the human prolyl isomerase Pin1. Pin1 FP peptide displacement, HiFluor488, 10 min. Potency, µM (top dose mostly 115 µM), for the others: at the highest dose activity, negative = inhibition, most hits filed as inhibitors. 390,000 compounds, 0.009% hits. AID 504891; active = well fitted inhibition curve with a large enough effect in the polarisation, with a control signal flat, not every such curve was filed as active; inconclusive = small, poorly fitted or top-dose-only effect, or effect the other way, or a change in a side signal; inactive = no such curve, though single readings can be large or run the other way; the % refers to the polarisation; note: % is set by controls: 0 for no effect and ±100 for the full control effect
GLS inh: blocks human kidney-isoform glutaminase activity | GLS enzymatic activity, qHTS titration | AID 624170 | O94925 | Potency, µM (top dose mostly 45.5 µM), without a hit: at the highest dose activity change, negative = inhibition, actives largely listed as inhibitors | 410,000 compounds, 0.21% hits; note: % is set by controls: 0 for no effect and ±100 for the full control effect
Target sequence (O94925 whole entry, looked up, canonical isoform): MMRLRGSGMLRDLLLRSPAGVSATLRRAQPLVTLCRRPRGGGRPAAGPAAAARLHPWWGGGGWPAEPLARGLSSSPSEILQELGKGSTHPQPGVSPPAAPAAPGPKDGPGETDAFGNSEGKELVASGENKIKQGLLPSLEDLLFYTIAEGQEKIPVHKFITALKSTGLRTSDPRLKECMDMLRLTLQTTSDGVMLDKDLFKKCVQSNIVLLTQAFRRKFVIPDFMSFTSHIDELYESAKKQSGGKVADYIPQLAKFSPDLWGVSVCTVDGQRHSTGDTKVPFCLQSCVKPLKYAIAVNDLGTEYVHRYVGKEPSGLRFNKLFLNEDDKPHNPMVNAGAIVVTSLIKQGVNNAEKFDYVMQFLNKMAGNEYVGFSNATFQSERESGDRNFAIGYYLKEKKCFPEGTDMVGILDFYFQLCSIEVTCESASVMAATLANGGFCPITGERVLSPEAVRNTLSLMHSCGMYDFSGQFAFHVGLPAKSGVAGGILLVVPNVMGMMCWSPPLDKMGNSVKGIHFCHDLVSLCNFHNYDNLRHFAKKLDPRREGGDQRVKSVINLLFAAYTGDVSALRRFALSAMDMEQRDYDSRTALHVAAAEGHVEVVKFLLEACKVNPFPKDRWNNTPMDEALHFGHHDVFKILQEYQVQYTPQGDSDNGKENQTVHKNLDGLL
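Two-point fluorescence kinetic (t0, 30 min RT) for hKGA; glutamate detected via glutamate oxidase–HRP–Amplex Red. Substrate: 1 mM L-glutamine solution; buffer 45 mM KH2PO4, pH 8.2.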
* = called active by the depositor; i = inactive; ? = inconclusive; . = no result given; & = joins results of further samples; [ ] = dose if it differs, or a comment. Unless noted, calls come from the whole dose curve; as a rule, active = well fitted curve in the direction sought with a large enough effect; inconclusive = small, poorly fitted or top-dose-only effect, or another doubt; inactive = no such curve, though single readings can be large; an effect the other way counts as inactive or inconclusive. Potency is the fitted concentration of half-maximal effect. Some of the compounds tested; the hit share may differ from the screen's.

SMILES	ERG Ets-DNA blk	rTrxR1 inhibitor	12-LOX inh	JMJD2A Tudor inh	RGS4 inh	Tb PGK inh	HP1b chromo inh	Pin1 inh	GLS inh
O=S(=O)(Nc1cccnc1)c1ccc(Br)c2ccccc12	-16%	13%	-10%	-18%	18%	i	53%[activator]	0%	5%
CCOC(=O)[C@@H]1[C@H]2COc3cc(OC)ccc3[C@H]2N2C(=O)N(c3ccc(Br)cc3)C(=O)[C@]12C	-11%	23%	-2%	-24%	20%	-8%	-15%	8%	2%
CC1(C)CC(N2CCN(Cc3ccccc3)CC2)=CC(=[N+]2CCCCC2)C1	-5%	-7%	-11%	18µM*	-9%	-5%	71µM*	-5%	-13%
CCN(CC(=O)Nc1ccccc1C(F)(F)F)C(=O)COc1cccc2c1OC(C)(C)C2	0%	20%	0%	-12%	17%	3%	11%	-1%	1%
O=C(O)C(Cc1ccccc1)N1C(=O)CCC1=O (stereo unspecified)	-3%	5%[57.1 µM]	-8%	-14%	-17%	-1%	34%	-7%	-5%
S=C(NCC1COc2ccccc2O1)Nc1ccccc1 (stereo unspecified)	8%	0%[57.1 µM]	?	-11%	5%	-8%	-15%	?	-3%
CC(C)(C)OC(=O)C[C@H]1C/C=C\C[C@@H](CC(=O)N(CCO)Cc2ccccc2)C(=O)NCCOC1=O	4%	-1%	11%	-8%	10%	0%	45%[activator]	3%	3%
CCOC(=O)Nc1ccc2c(c1)Sc1ccccc1N2C(=O)CCN1CCOCC1	2%	6%[57.1 µM]	146%[activator]	-12%	20%	2%	13%	2%	6%
CC(C)(O)c1ccccc1CC[C@@H](SCC1(CC(=O)O)CC1)c1cccc(/C=C/c2ccc3ccc(Cl)cc3n2)c1	4%	7%	.	79µM*	3%	-12%	-5%	?	19%
Cc1cc(SCC(=O)c2cc(C)n(C)c2C)nc2ccccc12	.	-9%	-18%	-3%	18%	-1%	19%	2%	10%

9 compounds out of the list, arranged by count of non-hydrogen atoms, lowest first:
SMILES	ERG Ets-DNA blk	rTrxR1 inhibitor	12-LOX inh	JMJD2A Tudor inh	RGS4 inh	Tb PGK inh	HP1b chromo inh	Pin1 inh	GLS inh
O=C(O)C(Cc1ccccc1)N1C(=O)CCC1=O (stereo unspecified)	-3%	5%[57.1 µM]	-8%	-14%	-17%	-1%	34%	-7%	-5%
S=C(NCC1COc2ccccc2O1)Nc1ccccc1 (stereo unspecified)	8%	0%[57.1 µM]	?	-11%	5%	-8%	-15%	?	-3%
Cc1cc(SCC(=O)c2cc(C)n(C)c2C)nc2ccccc12	.	-9%	-18%	-3%	18%	-1%	19%	2%	10%
CC1(C)CC(N2CCN(Cc3ccccc3)CC2)=CC(=[N+]2CCCCC2)C1	-5%	-7%	-11%	18µM*	-9%	-5%	71µM*	-5%	-13%
CCOC(=O)Nc1ccc2c(c1)Sc1ccccc1N2C(=O)CCN1CCOCC1	2%	6%[57.1 µM]	146%[activator]	-12%	20%	2%	13%	2%	6%
CCN(CC(=O)Nc1ccccc1C(F)(F)F)C(=O)COc1cccc2c1OC(C)(C)C2	0%	20%	0%	-12%	17%	3%	11%	-1%	1%
CCOC(=O)[C@@H]1[C@H]2COc3cc(OC)ccc3[C@H]2N2C(=O)N(c3ccc(Br)cc3)C(=O)[C@]12C	-11%	23%	-2%	-24%	20%	-8%	-15%	8%	2%
CC(C)(C)OC(=O)C[C@H]1C/C=C\C[C@@H](CC(=O)N(CCO)Cc2ccccc2)C(=O)NCCOC1=O	4%	-1%	11%	-8%	10%	0%	45%[activator]	3%	3%
CC(C)(O)c1ccccc1CC[C@@H](SCC1(CC(=O)O)CC1)c1cccc(/C=C/c2ccc3ccc(Cl)cc3n2)c1	4%	7%	.	79µM*	3%	-12%	-5%	?	19%

Remaining list, next part:
SMILES	ERG Ets-DNA blk	rTrxR1 inhibitor	12-LOX inh	JMJD2A Tudor inh	RGS4 inh	Tb PGK inh	HP1b chromo inh	Pin1 inh	GLS inh
CCNCCNC(=O)c1c(O)c2c([nH]c1=O)CCCC2	.	-27%	10%	-27%	14%	0%[11.5 µM]	23%	-18%	-8%
CCC1(CC)C(=O)C(C)(C)C(=O)OC1c1cccs1 (stereo unspecified)	-1%	10%[57.1 µM]	0%	-12%	-7%	i	31%	4%	1%
Cc1cccc(N(C)C(=O)CCS(=O)(=O)c2ccc3c(c2)oc(=O)n3C)c1	4%	-34%	-28%	-22%	3%	i	0%	0%	-1%
COc1ccc(Cl)cc1NS(=O)(=O)c1cc(Br)cc2c1N(C(=O)C1CC1)CC2	0%	17%	0%	-1%	-3%	-6%	30%	2%	-14%
Cn1cnnc1SCC(=O)Nc1ccc(Cl)c(S(=O)(=O)N2CCOCC2)c1	-5%	12%	6%	14%	-2%	-9%	32%	-5%	-4%
Cc1cccc(NC(=O)NC(C)CCc2ccccc2)c1 (stereo unspecified)	7%	16%	1%	15%	6%	1%	57%[activator]	6%	-6%
O=C(COc1ccccc1Br)Nc1ccc(S(=O)(=O)N2CCCC2)cc1	4%	19%	8%	-10%	12%	-3%	21%	7%	-5%
Cc1ccc(S(=O)(=O)CCC(=O)OCc2nnc(-c3ccc([N+](=O)[O-])cc3)o2)cc1	3%	1%	?	-22%	-8%	-4%	12%	-10%	6%
Cc1ccc(S(=O)(=O)N(Cc2cc3cc4c(cc3[nH]c2=O)OCCO4)CC2CCCO2)cc1 (stereo unspecified)	4%	-8%	-8%	-3%	-1%	.	22%	1%	3%
Cc1nn(CC(=O)NCc2ccc(OC(C)C)cc2)c(=O)c2cc(-c3ccccc3)nn12	-8%	18%	.	1%	-5%	-7%	30%	-7%	-3%
CCCCOc1ccc(C(=O)NCC(=O)NC2CCC(C)CC2)cc1 (stereo unspecified)	-3%	0%	-4%	?	-16%	-4%	-4%	1%	10%
O=C(NNC(=O)c1cccs1)c1ccc(Cl)c([N+](=O)[O-])c1	-3%	10%	13%	-9%	-6%	-3%	24%	-5%	0%
CCn1c(SCC(=O)Nc2nccs2)nnc1-c1cccnc1	-2%	-7%	-1%	5%	-3%	8%	27%	-1%	-2%
Nc1ccc2oc(-c3cccc4ccccc34)nc2c1	4%	17%[11.4 µM]	?	1%	-32%	0%	71%[activator]	4%	-1%
O=C(NCCCN1CCOCC1)C1Nc2ccc(OC(F)(F)F)cc2C2C=CCC12 (stereo unspecified)	-7%	1%[57.1 µM]	19%	-28%	-22%	1%	19%	-8%	-7%
CCOC(=O)c1c(C)n(C)c2ccc(OCC(O)CN3C(=O)c4ccccc4S3(=O)=O)cc12 (stereo unspecified)	6%	14%	-16%	-21%	8%	-1%	10%	7%	1%
COCCCNC(=O)c1cc2cc(S(=O)(=O)N3CCCCC3)ccc2n1C	0%	13%[57.1 µM]	-14%	-1%	34%	2%	24%[57 µM]	0%	4%
Cc1ccc(OCCCCNC2CCCC(C)C2C)c(C)c1 (stereo unspecified)	-29%	5%[57.1 µM]	?	20µM*	-6%	0%	?	-7%	-11%
CCOC(=O)c1ccc(-n2c(CCC(=O)O)ccc2-c2ccccc2)cc1O	-1%	50µM*	?	-33%	-36%	i	-24%	38%[activator]	-8%
Cc1cc([N+](=O)[O-])ccc1NC(=O)CCC(=O)N1CCCC1	-10%	-3%	0%	-6%	-30%	-4%	33%	-9%	0%
CCN(CC(=O)Nc1c(F)cccc1F)C(=O)c1ccc(=O)n(C)n1	23%	-5%	9%	-16%	7%	-3%	3%	-3%	5%
Cc1ccc(NC(=O)COc2nsnc2N2CCOCC2)cc1Cl	15%	32%[activator]	-12%	-17%	-1%	i	-12%	1%	-15%
CCOC(=O)C1=C(C)NC(SCC(=O)Nc2cc(C)on2)=C(C#N)C1c1cccs1 (stereo unspecified)	.	25%	-26%	-23%	-17%	-5%	7%	-2%	12%
CC(C)(C)c1ccc(/C=C2\SC(=O)N(CCNC(=O)c3cccc(S(=O)(=O)N4CCOCC4)c3)C2=O)cc1	-15%	-16%	.	-34%	-12%	i	13%	25%	-15%
O=C(NC1CCSc2ccccc21)c1c(F)cccc1Cl (stereo unspecified)	-17%	12%	-19%	5%	-9%	i	34%	1%	-8%
COC(=O)c1c(C)[nH]c(O)c1C=Nc1ccc(C(C)C)cc1	6%	-14%	?	45µM*	-22%	1%	?	?	?
Cn1cnc2c1c(=O)n(Cc1cccc(Br)c1)c(=O)n2C	-5%	-7%	-13%&37%	-21%	-10%	-5%	15%	2%	-9%
CCOC(=O)c1cccc(NC(=O)CCn2nnc3ccccc32)c1	4%	7%	?	-12%	20%	-5%	16%	-4%	1%
Cc1ccc(-n2c(=O)c3c(cnn3C)n(Cc3ccc(Cl)cc3)c2=O)cc1	-3%	21%	-3%	-15%	-18%	.	78%[activator]	17%	6%
Cc1ccc(CNC(=O)C2CCC(CNc3nc(=S)[nH]c4ccccc34)CC2)cc1 (stereo unspecified)	3%	9%[57.1 µM]	0%	-13%	-6%	-10%	26%	19%	-5%
Cc1ccccc1NC(=S)NNC(=O)c1ccoc1C	-3%	8%	1%	-3%	-7%	-2%	5%	-1%	6%

Copied from the entries so far, two compounds:
SMILES	ERG Ets-DNA blk	rTrxR1 inhibitor	12-LOX inh	JMJD2A Tudor inh	RGS4 inh	Tb PGK inh	HP1b chromo inh	Pin1 inh	GLS inh
CCN(CC(=O)Nc1c(F)cccc1F)C(=O)c1ccc(=O)n(C)n1	23%	-5%	9%	-16%	7%	-3%	3%	-3%	5%
Cc1ccc(NC(=O)COc2nsnc2N2CCOCC2)cc1Cl	15%	32%[activator]	-12%	-17%	-1%	i	-12%	1%	-15%
